Bioassay records (PubChem BioAssay)
All columns: NCI-60 one-dose screen, growth in % after 48 h at 10 µM unless noted; 100 = growth as untreated, 0 = no growth, -100 = all killed.
UACC-257: UACC-257 melanoma | actives 4.4% (n = 78,000) | AID 1794764
M14: M14 melanoma | actives 6.2% (n = 80,000) | AID 1794745
SK-MEL-5: SK-MEL-5 melanoma | actives 6.4% (n = 80,000) | AID 1794755
UACC-62: UACC-62 melanoma | actives 5.4% (n = 81,000)
MALME-3M: MALME-3M melanoma; AID 1794766; actives 5.8% (n = 78,000)
EKVX: EKVX NSCLC. AID 1794765. actives 3% (n = 71,000)
SK-MEL-2: SK-MEL-2 melanoma; actives 4.7% (n = 77,000); AID 1794763
A549/ATCC: A549/ATCC NSCLC. actives 3.7% (n = 81,000). AID 1794740
* marks the source's active call; other numbers are inactive results; x = not tested or not shown; & = joins results of further samples; ! = repeats disagree; [ ] = another dose, or the depositor's remark. Rule for the calls: active = growth percent below 10; inactive = the rest.

molecule,EKVX,MALME-3M,SK-MEL-2,SK-MEL-5,UACC-257,M14,UACC-62,A549/ATCC
Cc1ccc2oc(=O)cc(Cn3cnn(-c4ccccc4)c3=O)c2c1,101,105,99,109,94,89,86,97
Cn1c(=O)[nH]c2[nH]c(=S)[nH]c2c1=O,106,102,100,93,98,108,94,96
COc1cc(Cl)cc(-c2nn(-c3cccc(NC(=O)Nc4cc(C(F)(F)F)cc(C(F)(F)F)c4)c3)cc2-c2ccncc2)c1,x,-19*,-38*,-79*,-26*,1.2*,-21*,5.1*
COc1ccc(-c2nc(-c3ccccn3)c(-c3ccccn3)n2CC(C)C)cc1OC1CCCC1,x,16,-4.9*,15,29,21,9.7*,8.0*
COc1ccc(/C=C(/C(=O)O)c2ccc(OC)cc2)cc1,108,x,101,104,112,108,96,92
O=C(c1ccccc1)N(CCCCl)C(=O)N(CCCCl)C(=O)c1ccccc1,81,92,103,90,100,96,65,88
OCCCCc1nccc2c1[nH]c1ccccc12,95,115,121,98,113,102,97,73
COc1ccc(-c2nc3ccc(-c4nnc(SCC(=O)Nc5ccc(C(C)=O)cc5)o4)cc3[nH]2)cc1,99,88,134,94,124,92,96,112
O=[N+]([O-])c1ccc(N/N=C\c2ccc(O)c(S(=O)(=O)O)c2)nc1,103,110,111,100,96,101,98,94
CC(=O)Nc1ccc(-n2cnc3cc(-c4ccc(O)cc4)ccc32)cc1C,62,59,20,46,61,42,43,48

3 structures out of the list, sorted by SMILES length, ascending.
molecule,EKVX,MALME-3M,SK-MEL-2,SK-MEL-5,UACC-257,M14,UACC-62,A549/ATCC
OCCCCc1nccc2c1[nH]c1ccccc12,95,115,121,98,113,102,97,73
Cc1ccc2oc(=O)cc(Cn3cnn(-c4ccccc4)c3=O)c2c1,101,105,99,109,94,89,86,97
CC(=O)Nc1ccc(-n2cnc3cc(-c4ccc(O)cc4)ccc32)cc1C,62,59,20,46,61,42,43,48

The results go on:
molecule,EKVX,MALME-3M,SK-MEL-2,SK-MEL-5,UACC-257,M14,UACC-62,A549/ATCC
CC1(C)NCCC[C@]2(C)[C@H]3CC[C@H]4[C@H]5[C@H](C(=O)/C=C/c6cccnc6)CCC[C@]5(CO)CC[C@@]4(C)[C@]3(C)CC[C@@H]12,79,86,97,87,86,86,97,67
CS(=O)(=O)c1nccc(-c2c(-c3ccc(OCc4ccccc4)cc3)nc3sccn23)n1,92,106,103,87,104,96,93,99
C#CCOc1cccc(Nc2ncnc3c2ncn3C2CCN(C(=O)CCl)C2)c1 (stereo unspecified),5.1*,-84*,-0.3*,-86*,13,-49*,-66*,55
N#Cc1c(-c2cccs2)cc(-c2ccccc2Br)[nH]c1=O,97,106,100,106,114,115,96,99
CSc1nnc(-c2sc3nnc(-c4ccccc4)c(-c4ccccc4)c3c2O)o1,77,x,102,83,92,73,59,81
O=C1CSC(=S)N1/N=C/c1ccc2c(c1)OCO2,101,98,88,105,100,105,93,97
CC(C)CN1CC(C)C(=O)NC1=S (stereo unspecified),111,x,101,109,97,104,105,95
Cc1ccc2nc(SCc3ccccc3F)n(-c3ccccc3)c(=O)c2c1,60,118,102,94,106,95,74,86
C=CCn1c(SCC(=O)c2ccccc2)nnc1-c1cc(-c2ccc(S(N)(=O)=O)cc2)nc2ccccc12,96,89,111,84,107,92,84,101
CC(=O)c1cc2c(N)c(C(=O)Nc3cccc(F)c3C)sc2nc1C,96,94,68,x,74,65,52,56

Only MALME-3M, SK-MEL-2 and M14, for 2 of the compounds above:
mol	MALME-3M	SK-MEL-2	M14
N#Cc1c(-c2cccs2)cc(-c2ccccc2Br)[nH]c1=O	106	100	115
CSc1nnc(-c2sc3nnc(-c4ccccc4)c(-c4ccccc4)c3c2O)o1	x	102	73

Continuation:
molecule,EKVX,MALME-3M,SK-MEL-2,SK-MEL-5,UACC-257,M14,UACC-62,A549/ATCC
COc1ccc(Nc2nc(SCCC(C)C)nc(-c3cc(OC)c(OC)c(OC)c3)c2C#N)cc1,93,112,103,88,105,x,75,100
O=C(O)Cc1ccc([N+](=O)[O-])cc1,114,115,109,104,89,108,100,99
Cc1ccc(/C=C/C(=O)c2ccc(S(=O)(=O)NCCNc3nc(Nc4ccc(F)cc4)nc(N(C)C)n3)cc2)cc1,31,69,85,29,61,15,32,41
O=C(Nc1c2n(c3ccccc3c1=O)C(=O)CC2)c1ccccc1,92,100,124,101,106,90,100,104
Nn1c(SCC(=O)Nc2cccc(Br)c2)nnc1-c1ccc(NC(=O)c2cccnc2)cc1,100,96,106,102,98,106,88,102
O=S(=O)(O)c1ccc(Sc2ccc(S(=O)(=O)O)cc2)cc1,103,79,x,96,101,100,94,102
NS(=O)(=O)c1ccc(CCn2c(-c3ccc(F)cc3)nc(-c3ccccc3)c2-c2ccccc2)cc1,99,101,107,98,96,100,96,98
COc1cc(NC(C)CCCN2C(=O)c3ccccc3C2=O)c2nccc(C)c2c1OC (stereo unspecified),98,81,88,70,106,135,84,94
O=S(=O)(Oc1ccc(-c2cn3ccsc3n2)cc1)c1cccc(C(F)(F)F)c1,94,91,101,98,100,101,81,99
Cc1ccc(C(=O)Nc2cccc(C(=O)NC(=S)Nc3ccc(C(=O)O)cc3)c2)cc1,70,87,99,84,142,93,83,109
CCOC(=O)c1c(C)oc2ncnc(Nc3ccc(OCc4ccc(Cl)cc4)cc3)c12,102,123,105,96,x,102,88,87
CC1(C)CC(=O)C2=C(C1)OC(N)=C(c1nc3ccccc3[nH]1)C2c1ccc(Cl)cc1 (stereo unspecified),100&57,97&42,112&44,-41*!,109&97,118&86,-23*!,115&65
CCON1C(=O)C2(CCCCC2)C(=O)C12C=CCCC2 (stereo unspecified),94,105,117,102,100,107,100,97
O=C(Nc1ccc(C2=NCCN2)cc1)c1ccc(Br)c(C(=O)Nc2ccc(C3=NCCN3)cc2)c1,85,111,128,99,106,111,91,107
NC(=O)c1cccc(NC(=O)c2ccco2)c1,99,110,114,100,105,112,99,98
CCOC(=O)c1cc2ccccc2[nH]1,94,97,103,x,104,94,99,101
CCN(CC)C(=O)c1ccc(C)cc1,127,129,x,112,107,107,103,106
C=C1CCC2C(C)(COC(C)=O)C(O)CCC2(C)C1/C=C/C1=CCOC1=O (stereo unspecified),101,98,95,99,92,94,87,104
COCC(=O)Oc1cc(-c2ccc(C)cc2C)c(OC(=O)COC)c(-c2ccc(C)cc2C)c1,57,85,29,14,71,65,45,44
COc1cc(C)c(Cl)cc1C1=NN(c2ccc(S(N)(=O)=O)cc2)C(/C=C/c2ccccc2)C1 (stereo unspecified),49,86,75,65,83,72,40,34

2 entries from above, with each value named.
CCOC(=O)c1cc2ccccc2[nH]1
  EKVX: 94
  MALME-3M: 97
  SK-MEL-2: 103
  SK-MEL-5: x
  UACC-257: 104
  M14: 94
  UACC-62: 99
  A549/ATCC: 101
CC1(C)CC(=O)C2=C(C1)OC(N)=C(c1nc3ccccc3[nH]1)C2c1ccc(Cl)cc1 (stereo unspecified)
  EKVX: 100&57
  MALME-3M: 97&42
  SK-MEL-2: 112&44
  SK-MEL-5: -41*!
  UACC-257: 109&97
  M14: 118&86
  UACC-62: -23*!
  A549/ATCC: 115&65

The listing continues.
molecule,EKVX,MALME-3M,SK-MEL-2,SK-MEL-5,UACC-257,M14,UACC-62,A549/ATCC
Cc1nnc(-c2ccc3c(c2)nc(-c2ccccc2)n3C2CCCCC2)o1,102,112,83,86,99,105,85,87
Cc1cc(-c2ccccc2)n2nc(N)nc2n1,94[3.58 µM],56[3.58 µM],103[3.58 µM],104[3.58 µM],102[3.58 µM],x,92[3.58 µM],107[3.58 µM]
NC(Cc1cnc[nH]1)C(=O)O (stereo unspecified),95&97&100,112&110&107,96&101&109,104&104&108,109&104,105&98&100,104&92&102,103&102&108
CCNC(=S)Nc1cccc(C)c1,115,107,94,108,105,100,79,100
COC(=O)Cc1cc(O)cc2oc(-c3cc(OC)ccc3OC)cc(=O)c12,96,91,91,87,91,99,88,84
O=C1Nc2ccccc2/C1=N/n1c(N/N=C/c2cccc3c2oc2ccccc23)n[nH]c1=S,64,118,107,94,112,105,90,94
C(=C\[n+]1ccc2ccccc2c1)/c1ccccc1,75,100,110,94,97,93,91,95
CCCCCCCC(=O)c1ccccc1,95,97,96,100,114,96,x,95
COc1ccc(CCNC(=S)/N=C\C2=C(O)c3ccccc3C2=O)cc1OC,102,97,105,90,104,108,88,104
CCOC(=O)Nc1ccc2c(c1)C(=O)c1ccccc1C2=O,83,101,100,104,115,96,95,97
O=C(NC(=S)Nc1cccc(NC(=S)NC(=O)c2ccccc2)c1)c1ccccc1,x,55,66,80,45,73,67,58
O=c1c2ccccc2nc(COc2ccccc2)n1NCc1ccccc1Cl,103,101,100,98,107,105,92,107
C=CCN1C(=O)CN(Cc2ccc(C(=O)NO)cc2)C(=O)C1Cc1ccccc1 (stereo unspecified),97,84,100,100,92,99,96,102
Cc1cc(=O)n2c(C(=O)N/N=C/c3ccc(N4CCN(C)CC4)cc3)nn(-c3ccc(S(N)(=O)=O)cc3)c2n1,104,102,104,100,105,100,101,93
COc1cccc(-c2nonc2CC(O)c2ccccn2)c1 (stereo unspecified),99,100,101,101,103,97,97,99
CC1(C(=O)O)NC(C(=O)O)Cc2c1[nH]c1ccccc21 (stereo unspecified),x,91,94,104,88,97,100,101
CC1C(/C=N/Nc2ccccc2)C(C#N)(C#N)C1(C#N)C#N (stereo unspecified),72,99,85,x,99,33,5.3*,85
N#Cc1c(-c2cccs2)cc(-c2cnccn2)nc1OCC(=O)c1ccccc1,97,102,107,97,100,108,84,97
N#Cc1c(N)nn(C(=O)c2ccc(NC(=O)c3ccccn3)cc2)c1-c1ccc(Cl)cc1,49,-18*,79,25,48,17,43,35
N=C(N)c1ccc(-c2ccc(-c3ccco3)o2)cc1F,x,-68*,-67*,-94*,x,-66*,-69*,x
CCOC(=O)C(C(C)C)N1C(=O)/C(=C/c2ccc(Br)cc2)SC1=S (stereo unspecified),94,83,101,94,97,98,83,101
COc1ccc2c(c1OCC#CC#Cc1ccsc1)C(=O)O[C@@H]2[C@H]1c2c(cc3c(c2OC)OCO3)CCN1C,83,92,87,83,x,89,79,72
O=[N+]([O-])CC(c1ccco1)c1c[nH]c2ccccc12 (stereo unspecified),96,102,100,96,102,95,85,98
CCNc1ccc2c(-c3ccccc3C(=O)O)c3ccc(=[N+](CC)CC)cc-3oc2c1,124,117,99,97,76,96,74,78
COCCCNCC(=O)Nc1ccc(S(=O)(=O)c2ccc(NC(=O)CNCCCOC)cc2)cc1,96,100,92,101,105,99,114,91
CCOC(=O)N1C/C(=C/c2ccc(OC)cc2)C(=O)/C(=C/c2ccc(OC)cc2)C1,x,34,75,22,43,-41*,45,21
CC1=C2[C@@H](CC1)[C@]1(C)O[C@@](C(C)C)(C[C@H]1OC(=O)[C@H](C)O)[C@H]2OC(=O)/C=C/c1ccccc1,66,101,81,90,91,87,66,67
Fc1ccccc1-c1cn2ccnc2c(-c2ccc3ncn(C4CCCCC4)c3c2)n1,84,x,89,93,114,97,62,91
C/C(=C(/c1ccccc1)c1ccc(N2C(=O)c3cccc4c(NC5CCCCC5)ccc(c34)C2=O)cc1)c1ccccc1,87,103,101,97,105,91,78,95
COc1cc(CC2C(=O)OCC2C(=O)c2ccc3c(c2)OCO3)cc(OC)c1OC (stereo unspecified),109,127,107,108,104,108,102,103
COc1ccc(NC2=C(c3cn(C)c4ccccc34)C(=O)OC2)cc1OC,95,108,97,101,106,103,90,102
Cc1ccc2[nH]c(=O)cc(-n3nncc3COc3ccc(C=O)cc3)c2c1,103,100,101,101,116,103,94,103
O=C(NNC(=O)c1ccc(-n2cc(-c3ccccc3)nn2)cc1)Nc1ccc(Cl)cc1,106,99,115,100,102,99,96,103
O=C(CCCCC(=O)N=C(c1ccccc1)c1ccccc1)N=C(c1ccccc1)c1ccccc1,105,115,122,107,103,114,95,103
Nc1c(C(=O)Nc2ccccc2)n(CCCN2CCOCC2)c2nc3c(cc12)CCCC3,99[8 µM],98[8 µM],97[8 µM],102[8 µM],105[8 µM],100[8 µM],97[8 µM],100[8 µM]
CC(C)Cc1nc(Nc2ccccc2)[nH]c(=O)c1C#N,59,73,40,49,81,53,19,57
Cc1ccc(NC(=O)CSc2nc3ccccc3[nH]2)cc1,96,96,109,103,121,103,81,106
N#CC1=C(c2cccs2)Nc2c(c(-c3ccccc3)nn2-c2ccccc2)C12C(=O)Nc1ccccc12 (stereo unspecified),15,27,90,24,88,15,48,5.4*
NC(=O)NC(=O)Oc1cccc2ccccc12,99,86,100,93,104,96,89,100
Cc1ccc(C(=O)/C=C/c2ccc(Oc3ccc(Br)cc3)cc2)cc1,103,88,101,97,96,92,90,91
COc1ccc(C2C=C(C)N=C3SC=CN32)cc1 (stereo unspecified),x,105,98,103,88,112,107,99
CN1CCCCC1CCN1c2ccccc2Sc2ccc(Cl)cc21 (stereo unspecified),x,83,71,56,67,45,78,67
N#CC1=C(c2c[nH]c3ccccc23)Nc2nc(N)nc(N)c2C1c1ccc(Cl)cc1 (stereo unspecified),x,82,55,45,76,70,52,67
CSc1nnc2c3cc(Cl)ccc3n(C)c2n1,x,x,121,x,97,95,104,106
COc1ccc(C2=NN(C(=O)c3ccc(S(N)(=O)=O)cc3)C(c3cc(OC)c(OC)c(OC)c3)C2)cc1OC (stereo unspecified),101,89,91,98,104,102,85,101
NS(=O)(=O)c1ccc(OCCOc2ccc(S(N)(=O)=O)cc2)cc1,103,99,92,94,96,95,93,91
COc1ccc(-c2nc3sc(C)nn3c2-c2nc3c(C)c(C)ccc3[nH]2)cc1,x,98,78,101,104,104,97,90
CN1CCN(C2=Nc3cc(Cl)ccc3Nc3ccccc32)CC1,56,95,117,90,87,95,100,95
